KDM5B inh: KDM5B demethylase inhibition; Q9UGL1; KDM5B demethylase, FDH-coupled NADH fluorescence (FDH is formaldehyde dehydrogenase); Potency, µM (series often up to 57.7 µM), for the others: top-dose activity change, negative = inhibition, hits mostly inhibitors; hit rate 2.6% among 220,000; AID 1347165; active = well fitted inhibition curve with a large enough effect; inconclusive = small, poorly fitted or top-dose-only effect; inactive = no such curve, though single readings can be large or run the other way; also: 0% is about no effect; nearly all actives have a fitted effect of over 70% in size
Target sequence (Q9UGL1 whole entry, looked up): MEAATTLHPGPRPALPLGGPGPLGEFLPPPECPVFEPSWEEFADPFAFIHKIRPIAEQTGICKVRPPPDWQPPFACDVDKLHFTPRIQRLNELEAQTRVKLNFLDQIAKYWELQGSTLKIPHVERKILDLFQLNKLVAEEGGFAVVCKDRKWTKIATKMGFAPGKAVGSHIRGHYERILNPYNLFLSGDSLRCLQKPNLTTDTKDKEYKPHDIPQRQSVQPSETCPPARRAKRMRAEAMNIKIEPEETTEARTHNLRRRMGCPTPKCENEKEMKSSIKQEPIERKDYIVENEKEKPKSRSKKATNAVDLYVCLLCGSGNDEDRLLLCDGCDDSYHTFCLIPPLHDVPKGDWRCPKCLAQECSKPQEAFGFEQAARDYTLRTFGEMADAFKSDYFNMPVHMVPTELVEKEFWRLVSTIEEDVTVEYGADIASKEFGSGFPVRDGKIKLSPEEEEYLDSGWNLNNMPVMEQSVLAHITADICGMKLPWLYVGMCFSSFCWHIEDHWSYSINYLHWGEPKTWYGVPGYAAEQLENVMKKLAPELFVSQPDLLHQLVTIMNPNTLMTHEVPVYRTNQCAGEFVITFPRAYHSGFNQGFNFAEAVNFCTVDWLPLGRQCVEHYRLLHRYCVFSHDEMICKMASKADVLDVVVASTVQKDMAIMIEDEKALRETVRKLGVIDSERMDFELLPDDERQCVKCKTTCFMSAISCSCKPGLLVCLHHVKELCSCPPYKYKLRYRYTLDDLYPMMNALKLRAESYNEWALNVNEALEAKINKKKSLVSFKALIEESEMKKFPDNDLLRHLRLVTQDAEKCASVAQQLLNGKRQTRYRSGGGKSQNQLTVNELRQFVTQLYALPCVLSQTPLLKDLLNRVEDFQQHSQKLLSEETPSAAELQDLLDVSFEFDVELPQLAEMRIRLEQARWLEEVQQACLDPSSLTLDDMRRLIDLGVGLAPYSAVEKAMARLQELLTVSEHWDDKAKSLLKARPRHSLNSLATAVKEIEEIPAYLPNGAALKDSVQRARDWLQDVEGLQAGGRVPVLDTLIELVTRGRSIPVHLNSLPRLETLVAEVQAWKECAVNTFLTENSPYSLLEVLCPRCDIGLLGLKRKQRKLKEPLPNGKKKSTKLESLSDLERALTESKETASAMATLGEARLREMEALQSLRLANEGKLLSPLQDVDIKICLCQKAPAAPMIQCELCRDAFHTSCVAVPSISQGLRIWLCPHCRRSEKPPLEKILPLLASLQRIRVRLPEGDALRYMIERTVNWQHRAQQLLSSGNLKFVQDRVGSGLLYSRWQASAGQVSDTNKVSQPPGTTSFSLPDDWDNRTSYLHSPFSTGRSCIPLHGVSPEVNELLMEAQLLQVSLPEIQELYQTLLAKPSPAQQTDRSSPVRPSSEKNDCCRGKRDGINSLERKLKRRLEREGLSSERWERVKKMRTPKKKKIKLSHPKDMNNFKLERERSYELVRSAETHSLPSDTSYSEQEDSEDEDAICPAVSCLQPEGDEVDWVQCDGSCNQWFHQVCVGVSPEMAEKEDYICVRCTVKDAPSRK
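qHTS format, multiple compound concentrations. Buffer 50 mM HEPES pH 7.5/0.01% Tween-20; 200 nM KDM5BΔAP final; 10 min compound preincubation; substrate-mix levels 12.5 µM peptide, 25 µM α-KG, 0.25 mM NAD⁺; 30 min RT; ΔRFU.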
The depositor's hits bear a star; i = inactive; ? = inconclusive; [ ] = another dose, or the depositor's remark. Potency is read from the fitted curve at half-maximal effect. These rows are one share of the data; the hit share may differ from the screen's.

| Molecule | KDM5B inh |
| --- | --- |
| CCOc1ccccc1CNc1nc2nc(C)cc(C)n2n1 | -30% |
| Cc1ccc(CNC(=O)c2ccc3c(c2)CNCCO3)cc1 | 12% |
| Cc1cc(C(=O)NN)n[nH]1 | -5% |
| O=C(c1ccc(F)cc1)N1CCN(Cc2ccc(F)cc2)CC1 | ? |
| COc1ccc(-c2nc3c(c(=O)[nH]2)CCN(C(=O)Nc2cc(F)cc(F)c2)C3)cc1 | 18µM* |
| Cc1ccc2nc(C)c(C(=O)N3CCC(C)CC3)cc2c1 | 10% |
| CCOc1ccc(-n2nnnc2CNS(=O)(=O)c2ccccc2Cl)cc1 | 2% |
| O=C(c1ccc[nH]1)N1CCC(n2cc(-c3nc(-c4ccccc4)no3)nn2)CC1 | 17% |
| CNC(=S)NNC(=O)CCc1ccccc1 | 13% |
| Cn1cc(/C=C/c2cc[n+](C)cc2)c2cc(Cl)ccc21 | -30% |
| COC(=O)c1scc(-c2ccc(C)cc2)c1S(=O)(=O)Nc1cc(Cl)ccc1C | ? |
| COC(=O)c1ccccc1NC(=O)Cn1c(-c2ccccc2)nc(C)cc1=O | -12% |
| Cc1nc2ccc(Cl)cc2cc1C(=O)Nc1ccc(C(=O)N(C)C)cc1 | 11% |
| CCCC/C(C)=N/NC(=S)Nc1ccccc1 | -9% |
| O=C(CNC(=O)C1CCCCC1)NNC(=O)c1ccccc1Br | -15% |
| Cc1nc(-c2cc3ccc(OCC(=O)NCC(C)C)cc3oc2=O)cs1 | i |
| O=C(Nc1cc(F)ccc1F)c1cnn2c(C(F)F)cc(-c3ccccc3)nc12 | -10% |
| CCN(C(=O)Cc1noc2ccccc12)c1cc(Cl)ccc1OC | -4% |
| COC[C@H]1CCCN1C(=O)C[C@@H]1O[C@H](CNC(=O)c2ccc(C)cc2)[C@@H](O)[C@H]1O | -6%[86.2 µM] |
| Cc1ccc(Oc2nc3c(c(=O)n(Cc4ccccc4)c(=O)n3C)n2C)cc1C | i[11.5 µM] |
| O=C(O)Cn1nnc(-c2ccc(OCc3cccc(C(F)(F)F)c3)cc2)n1 | ? |
| O=C(Cc1ccc(-c2ccccc2)cc1)Nc1ccccn1 | -4% |
| O=C1CC(C(=O)Nc2ccc(Cl)c(Cl)c2)S/C(=N\N=C\c2ccco2)N1 (stereo not given) | 7% |
| Cc1cnc(CCNC(=O)c2cccs2)n1CC1CC1 | 11% |
| Cc1cc(C)c(C)c(C(=O)CSc2nnnn2C)c1C | 13% |
| CN(C(=O)Cn1nc(-c2ccccc2)ccc1=O)C1CCS(=O)(=O)C1 (stereo not given) | -7% |
| COCCC(=O)N1CCCn2cc(-c3cccc(C#N)c3)nc21 | 22µM* |
| COc1ccc(S(=O)(=O)N2CC(F)(F)C[C@H]2c2nc(C)no2)cc1 | 0% |
| CCCCC1CCC(C(=O)N2CC(=O)Nc3ccc(Cl)cc3C2c2ccc(F)cc2)CC1 (stereo not given) | -16% |
| COc1ccc(C(=O)N2C[C@@H](C(N)=O)[C@H](C3CCN(C)CC3)C2)cc1 | 4% |
| COc1ccc(-n2ncc3c2ncn2nc(-c4ccc(Cl)cc4Cl)nc32)cc1 | 8% |
| O=C1CC2(CCN(CC3CC3)CC2)Oc2cc(Cl)ccc21 | ? |
| CCN1C(=O)C(CC(=O)NC(C)c2ccccc2)Sc2ncccc21 (stereo not given) | 1% |
| CN1CCC(NC(=O)c2cc(-c3ccccc3Cl)nc3ccccc23)CC1 | 13% |
| COc1ccc(NC(=O)Cn2cnc3c(oc4nc5c(cc43)COC(C)(C)C5)c2=O)cc1 | -13% |
| O=C(Cc1cccc(F)c1)N1CCC(c2n[nH]c(=O)n2Cc2ccc(F)cc2)CC1 | -10% |
| COc1cccc(NC(=O)Cn2c(NCc3ccccc3)nc3ccccc32)c1 | 8% |
| C/C(=N\NC(=O)c1cc(C2CC2)nc2ccccc12)c1ccc(C(C)C)cc1 | 13% |
| CC(COc1ccc(C#N)c(F)c1)CN1CCC(C(O)(c2ccccc2)c2ccccc2)CC1 (stereo not given) | -5% |
| COC1CCCN(c2cc(-c3ccsc3)nc3c(C)noc23)C1 (stereo not given) | -18%[86.2 µM] |
| O=C(CN1CCCCC1)Nc1oc2ccccc2c(=O)c1-c1ccc(F)cc1 | 4% |
| Cn1nc(-c2ccc(OCC(=O)N3CCCCC3)cc2)c2ccccc2c1=O | 12% |
| CCOc1ccccc1C(=O)N1CCC2(CC1)N=C(c1cccc(Br)c1)NO2 | -27% |
| Cc1nc2cc(NC(C)C(=O)Nc3c(C)cccc3C)ccc2o1 (stereo not given) | ? |
| CCCCCC/C=N/NC(=O)c1ccc(C(C)(C)C)cc1 | 27% |
| COc1ccc(NC(=O)CCS(=O)(=O)c2nc(-c3ccc4c(c3)OCO4)cc(C(F)(F)F)n2)cc1 | -9% |
| Cn1nc(CN2CCN(c3ccncc3)CC2)c2c(Cl)cccc21 | -13% |
| CCc1ccc(C2Sc3ccccc3NC3=C2C(=O)c2ccccc23)cc1 (stereo not given) | -30% |
| COCCn1c(Cn2ccc3ccccc32)nnc1C1CC(N)C1 (stereo not given) | -7% |
| Cc1nn2c(=O)cc(COC(=O)c3ccccc3NC(=O)COc3ccccc3C)nc2s1 | -3% |
| CCOCCCNC(=O)C(c1ccccc1)N(Cc1cccs1)C(=O)c1ccc(NC(C)=O)cc1 (stereo not given) | -10% |
| CC(=O)c1ccc(NS(=O)(=O)c2ccc3[nH]c4c(c3c2)CCCCCC4)cc1 | -24% |
| CCOC(=O)c1cccc(NC(=O)N2CC[C@@H](CC(=O)N(C)CC#N)[C@@H](CC)C2)c1 | -22%[86.2 µM] |
| Cc1ccc(CN2C(=O)[C@@H]3C[C@@H](O)CN3C3(CN(C4CCOCC4)C3)C2=O)o1 | -5%[86.2 µM] |
| O=C1NCC(c2ccc(Cl)cc2)Cc2[nH]c(-c3ccc(O)cc3)nc21 (stereo not given) | 25µM* |
| O=C(Nc1ccccc1Oc1ccsc1C(=O)O)c1ccccc1F | 5% |
| COCC(=O)N1CC[C@@H](CC(=O)O)[C@@H](CCN2CCN(c3ccccc3OC)CC2)C1 | -13%[86.2 µM] |
| COc1ccc(-c2ocnc2C(=O)Nc2ccc(F)cc2F)cc1 | 9% |
| COCC1CN(Cc2ccc(F)c(F)c2)CC12CCNCC2 (stereo not given) | -6% |
| Cc1ccc(F)c(S(=O)(=O)NC[C@@H]2CCNC[C@H]2O)c1 | 13% |

Printed as active in KDM5B inh, among the entries above:
| Molecule | KDM5B inh |
| --- | --- |
| COc1ccc(-c2nc3c(c(=O)[nH]2)CCN(C(=O)Nc2cc(F)cc(F)c2)C3)cc1 | 18µM* |
| COCCC(=O)N1CCCn2cc(-c3cccc(C#N)c3)nc21 | 22µM* |
| O=C1NCC(c2ccc(Cl)cc2)Cc2[nH]c(-c3ccc(O)cc3)nc21 (stereo not given) | 25µM* |

New compounds follow
| Molecule | KDM5B inh |
| --- | --- |
| COc1ccc(NC(=O)c2nn(C(C)C)c(=O)c3ccccc23)cc1 | -1% |
| CCc1ccccc1NC(=O)CNC(=O)c1cc(=O)c2cc(C)ccc2o1 | 15% |
| COc1ccc(S(=O)(=O)c2nc(-c3ccc(F)cc3)oc2N2CCOCC2)cc1 | 12% |
| O=C(NCC1CC1)C1CCCN1c1nc2ncccc2o1 (stereo not given) | ? |
| S=c1[nH]c(-c2ccccc2)cn1/N=C/c1cccnc1 | -3% |
| CCOC(=O)c1cc2c(=O)n3ccccc3nc2n(CCOC)c1=NC(=O)c1c(-c2ccccc2Cl)noc1C | ? |
| Cc1cc(Cl)ccc1OCC(=O)Nc1ccccc1OC(F)F | 19% |
| Cc1ccc(NC(=S)NCC2(N(C)C)CCCCC2)cc1Cl | 18% |
| COc1cccc(-c2cc3c(=O)n(CCNC(=O)c4cc(F)cc(F)c4)ccn3n2)c1 | i |
| Oc1ccc(-c2nc(-c3ccc(F)cc3)cs2)cc1 | 8% |
| CCSc1oc(-c2ccco2)nc1S(=O)(=O)c1ccc(C)cc1 | -30% |
| COc1ccc(S(=O)(=O)NC2CCCC2)c(OC)c1 | 14% |
| COc1ccc(CCNC(=O)c2ccc3c(c2)N(Cc2ccc(C)cc2)CCS3)cc1OC | ? |
| N#C/C(=C/c1ccccc1OC(F)F)C(=O)O | -15% |
| CN(C)c1nc2ncn(Cc3ccccc3)c2c(=O)[nH]1 | 20% |
| COc1ccc(CNc2ncnc3onc(-c4ccc(F)cc4)c23)cc1 | -25% |
| O=C(CSc1ncnc2ccccc12)Nc1ccccc1C(=O)Nc1ccc(Cl)cc1 | -2% |
| CCOc1ccccc1C(=O)N1CCC[C@H]1c1nc(-c2ccc(OC)c(OC)c2)no1 | 14% |
| CC(NS(=O)(=O)c1cccc(C(=O)N(C)Cc2ccc(N3CCOCC3)cc2)c1)c1ccccc1 (stereo not given) | 13% |
| Nc1nnnn1Cc1nnc(SCc2ccc(F)cc2)n1-c1ccccc1 | 6% |

The last three compounds of the part above lead into the next.
| Molecule | KDM5B inh |
| --- | --- |
| CCOc1ccccc1C(=O)N1CCC[C@H]1c1nc(-c2ccc(OC)c(OC)c2)no1 | 14% |
| CC(NS(=O)(=O)c1cccc(C(=O)N(C)Cc2ccc(N3CCOCC3)cc2)c1)c1ccccc1 (stereo not given) | 13% |
| Nc1nnnn1Cc1nnc(SCc2ccc(F)cc2)n1-c1ccccc1 | 6% |
| CCC1(C(=O)Nc2ccc(OC)c(F)c2)CCCCC(=O)N1 (stereo not given) | 8% |
| CC(C)Cn1nc(C(=O)NCc2cccc(CN(C)C)c2)c2ccccc2c1=O | 2% |
| O=C(c1cncn1-c1ccc(F)cc1)N1CCN(CCN2CCCC2)CC1 | 11% |
| CC(Oc1ccc(Br)cc1)c1nc(-c2ccccn2)no1 (stereo not given) | 23% |
| Cc1cc2nc(CO[C@H]3CN(Cc4ccc(C(F)(F)F)cc4)C[C@H]3F)[nH]c2cc1C | -14%[86.2 µM] |
| CNC(=O)N1CCC(C2CCN(Cc3ccc(F)c(OC)c3)C2)CC1 (stereo not given) | -27% |
| O=C(c1ccc(F)cc1)N1CCC2(CN[S+](=O)([O-])c3ccccc3N2)C1 (stereo not given) | -9% |
| COc1ccccc1C(=O)Nc1nc2ccc(S(=O)(=O)N3CCCC3)cc2s1 | -10% |
| CC(C)CNC(=O)CN1CCN(Cc2ncc(-c3ccccc3)o2)CC1 | 4% |
| COC(=O)CC(NC(=O)c1nn(C)c(=O)c2ccccc12)c1ccc(F)cc1 (stereo not given) | 10% |
| O=C(NCc1cccc(F)c1F)C1CCC(=O)N(C2CCCCCC2)C1 (stereo not given) | 45%[activator] |
| OCC1(CNCc2cccnc2)C[C@@H](O)[C@@H](O)C1 (stereo not given in full) | ? |
| O=C(CNC(=O)c1ccccc1F)OCc1cc(=O)n2nc(C3CCCCC3)sc2n1 | 5% |
| O=C(O)CCc1nn2c3ccccc3n(CCOc3ccccc3)c2nc1=O | -3% |
| CCc1noc([C@@H]2CC(F)(F)CN2C(=O)CCn2cccn2)n1 | 11% |
| COc1ccc(-c2nc3cc(NC(=O)c4cc(OC)cc(OC)c4)ccc3o2)cc1 | ? |
| N#Cc1ccccc1S(=O)(=O)N1CCN(C(=O)CCc2ncc(-c3c(F)cccc3F)o2)CC1 | 18% |
| CC(C)C(NC(=O)c1ccc(C(C)(C)C)cc1)C(=O)N1CCCC1 (stereo not given) | 0% |
| CCc1ccc(S(=O)(=O)c2nnn3c2nc(NC(C)C)c2sccc23)cc1 | -9% |
| CCOC(=O)c1c(NC(=O)Cn2nc(C(=O)O)c3ccccc3c2=O)sc(C)c1C | 169%[activator] |
| Cc1noc(C)c1C(=O)N1CCCC(c2[nH]ncc2-c2ccc(F)cc2)C1 (stereo not given) | 10% |
| CC(=O)Nc1ccc(CN2CCC(N3CCCCCC3=O)CC2)cc1 | 9% |
| CCOc1ccc(NC(=O)NC2CCS(=O)(=O)C2)cc1 (stereo not given) | 21% |
| CC(C)CC(=O)Nc1nnc(S(=O)(=O)N(CC(C)C)c2ccccc2)s1 | ? |
| CN(C)c1ccc(C(=O)N2CCN(c3nnc4ccccn34)CC2)cc1 | 18µM* |
| CCc1cc(=O)oc2cc(C)cc(OCC(=O)NC3CC3)c12 | ? |
| CCn1cc(C(=O)N2CCOc3c(O)cc(-c4ccccc4C)cc3C2)cn1 | 28% |
| O=C(NC1CCCN(c2cc(-c3ccc(F)cc3)[nH]n2)C1)c1ccc(F)cc1F (stereo not given) | -17% |
| COc1ccc(S(=O)(=O)N[C@H]2C[C@H]3C(=O)NC[C@@H](CCC(=O)NCc4ccccc4)N3C2)cc1 | -17% |
| COCCN1Cc2cccc(C(=O)Nc3ccccc3C(=O)OC)c2C1=O | 14% |
| CN(C)CC(O)COc1ccc(CN(C)C2CCSCC2)cc1 (stereo not given) | -17% |
| CC(=O)Nc1cccc(NC(=O)CSc2nccn2C2CCCC2)c1 | 7% |
| Clc1ccc(N/N=C/c2cccc(/C=N/Nc3ccc(Cl)c(Cl)c3)c2)cc1Cl | -10% |
| COCc1cc(C)nc(SCC(=O)Nc2ccc3[nH]c(=O)[nH]c3c2)c1C#N | 11% |
| COc1ncccc1-c1cnc2n[nH]c(-c3ccc4c(c3)OCO4)c2n1 | 20%[86.2 µM] |
| O=C(NCc1ccccc1)C1=NO[C@@H]2CN(Cc3ccncc3)C[C@H]12 | -21%[86.2 µM] |
| O=C(COc1ncnc2c(Cl)cc(Cl)cc12)Nc1cccc(Cl)c1 | 19% |
| CCOC(=O)c1sc2cccc(F)c2c1COC(=O)c1ccoc1 | 1% |
| c1cnn(-c2ccc(-c3n[nH]c(C4CCOCC4)n3)cc2)c1 | -25% |
| c1ccc(-c2nnn(Cc3coc(-c4ccccc4)n3)n2)cc1 | -4% |
| COc1ccc(NC(=O)c2ccc3oc(=O)c(S(=O)(=O)c4ccc(C)cc4)cc3c2)cc1OC | -20% |
| O=C(NCCCNC(=O)c1ccccc1Br)c1nc2ccccc2c(=O)[nH]1 | 4% |
| O=C1CC2(CCN(CC3CCNC3)C2)Nc2ccccc2N1 (stereo not given) | 112µM* |

Screening data (PubChem BioAssay)
